# Screens deposited in PubChem BioAssay by several laboratories.
# S1P2 blocker: human S1P2 receptor antagonists, primary screen, cell-based; inhibition, % at 5 µM; cell-based S1P2 antagonist assay, inhibition at 5 uM; 97,000 tested, 0.21% active; in the data active means inhibition above about 45%;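 further: CRE beta-lactamase reporter cells expressing human S1P2 stimulated with S1P; 0% = agonist at EC80 alone and 100% = agonist plus reference antagonist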
# HIV Rev-RRE inh: HIV-1 Rev-RRE binding inhibitors, primary screen, biochemical, FRET, protein-RNA interaction | Rev peptide-RRE RNA binding | inhibition, % at 8 µM | 97,000 tested, 0.79% active | AID 704, 2007;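 active means inhibition above the screen-wide mean plus 3 SD, cut at about 35% in these data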;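 further: 0% = median DMSO wells and 100% = median Neomycin B control wells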
# Target sequence (P05866 whole entry, looked up): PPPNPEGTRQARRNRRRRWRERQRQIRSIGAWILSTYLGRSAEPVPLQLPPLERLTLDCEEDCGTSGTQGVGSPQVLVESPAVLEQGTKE
#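 Assay system: labelled RRE RNA duplex and labelled Rev peptide / Medium: HEPES pH 7.5 salt buffer with EDTA / Reagent: labelled Rev peptide / Schedule: 5 + 15 min at 25 °C / Signal: FRET, excitation 480 nm, emission 540 nm donor and 671 nm acceptor / Benchmarks: DMSO and neomycin B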
# EphB4 antag: EphB4-ephrin-B2 interaction antagonists, primary screen, biochemical, TNYL-RAW peptide probe, fluorescence polarization | Ephrin type-B receptor 4 (Homo sapiens), P54760 | EphB4 LBD / TNYL-RAW-Alexa532 peptide | inhibition, % at 7 µM | 97,000 tested, 0.15% active | AID 720, 2007;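 active means inhibition above the screen-wide mean inhibition plus 3 SD, cut at about 15% in these data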;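 further: 0% = DMSO wells and 100% = excess unlabeled TNYL-RAW peptide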
# FAK inh: FAK kinase inhibitors, primary screen, biochemical | Focal adhesion kinase 1 (Homo sapiens), Q05397 | biochemical FAK kinase activity assay | 97,000 tested, 0.84% active | AID 727, 2007 | inhibition, %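 (tested at 7 µM)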; in the data active means inhibition above about 19%;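 further: 0% = DMSO and 100% = reference compound high control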
# LYP act: LYP phosphatase activators, primary screen, biochemical, DiFMUP fluorescence, 2 µM | recombinant LYP; 0 = plate median, 100 = signal doubled | activation, % at 2 µM | 96,000 tested, 0.11% active | AID 697, 2007;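 active means activation at 2 µM above a set limit, the mean plus 5 SD, cut at about 37% in these data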
# Target sequence (Q9Y2R2 whole entry, looked up): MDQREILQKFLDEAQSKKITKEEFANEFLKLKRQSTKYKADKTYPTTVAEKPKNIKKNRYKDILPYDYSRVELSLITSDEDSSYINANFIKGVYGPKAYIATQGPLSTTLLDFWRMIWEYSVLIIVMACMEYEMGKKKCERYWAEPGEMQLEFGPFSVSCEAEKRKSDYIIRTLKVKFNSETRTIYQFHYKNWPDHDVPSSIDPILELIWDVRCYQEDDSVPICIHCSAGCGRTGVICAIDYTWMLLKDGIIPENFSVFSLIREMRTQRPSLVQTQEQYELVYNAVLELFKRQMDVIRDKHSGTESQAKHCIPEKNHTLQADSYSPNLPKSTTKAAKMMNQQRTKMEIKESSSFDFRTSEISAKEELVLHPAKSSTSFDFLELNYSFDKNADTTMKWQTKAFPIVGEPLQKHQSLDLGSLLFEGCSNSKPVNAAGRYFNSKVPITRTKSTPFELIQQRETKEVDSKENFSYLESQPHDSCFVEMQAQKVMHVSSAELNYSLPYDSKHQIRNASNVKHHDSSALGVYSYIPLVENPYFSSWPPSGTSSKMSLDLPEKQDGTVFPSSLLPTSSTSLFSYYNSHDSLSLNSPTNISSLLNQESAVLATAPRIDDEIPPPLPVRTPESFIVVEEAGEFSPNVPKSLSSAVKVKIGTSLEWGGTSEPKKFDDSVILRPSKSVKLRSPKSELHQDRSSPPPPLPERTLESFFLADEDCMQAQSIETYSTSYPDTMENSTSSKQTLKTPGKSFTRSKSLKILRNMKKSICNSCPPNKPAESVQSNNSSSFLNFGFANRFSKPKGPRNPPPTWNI
# PostGolgi ctrl: growth inhibition of yeast control strain, primary screen, counter-screen for post-Golgi transport modulator project | efflux-deficient yeast background strain, growth absorbance A615, 16 h | inhibition, % at 10 µM | 98,000 tested, 5% active
# PTPN22 inh 2: PTPN22 phosphatase inhibitors, primary screen, biochemical, DiFMUP fluorescence, 2 µM; Tyrosine-protein phosphatase non-receptor type 22 (Homo sapiens), Q9Y2R2; recombinant LYP catalytic domain; inhibition, % at 2 µM; 96,000 tested, 0.21% active; AID 640, 2007;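 active means inhibition at 2 µM at or above a set limit, the screen mean plus 3 SD, cut at about 24% in these data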;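 further: 0% = DMSO with enzyme and 100% = enzyme fully blocked by orthovanadate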
# S1P2 ag: S1P2 receptor agonists, primary screen, cell-based; Sphingosine 1-phosphate receptor 2 (Homo sapiens), O95136; S1P2-expressing cell line, agonist reporter read-out; activation, % at 4.5 µM; 97,000 tested, 0.46% active; in the data active means activation above about 16%;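 further: 0% = vehicle low control and 100% = maximal reference agonist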
# PostGolgi yeast: phenotypic screen on post-Golgi transport, primary screen | AID 739, 2007 | inhibition, % at 10 µM | 98,000 tested, 0.9% active | post-Golgi transport phenotypic cell assay;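 further: yeast cells grown in 1536-well plates; yeast grown about 18 h at 30C before absorbance read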
# The depositor's hits bear a star; / = not tested or not shown. Unless noted, no stated cut-off is given here; in the data, active means inhibition above about 30%; inactive means the rest.
SMILES	PTPN22 inh 2	S1P2 blocker	HIV Rev-RRE inh	PostGolgi yeast	FAK inh	EphB4 antag	LYP act	PostGolgi ctrl	S1P2 ag
Cc1oc(-c2ccccc2F)nc1CN1CCC(C(=O)NCc2cccs2)CC1	-2	-11	2	6	-4	-7	0	-6	-6
COC(=O)c1ccc(/C=N/OCC(=O)NC2CCCC(C)C2C)cc1 (stereo not drawn)	-5	8	2	11	1	3	5	40*	-6
COc1ccc(C2C(C#N)=C(SCC(=O)Nc3ccc(C)cc3)NC3=C2C(=O)CC(C)(C)C3)cc1 (stereo not drawn)	-2	22	3	13	7	-3	0	-1	-8
O=C(Nc1cccc(Br)c1)c1cc2ccccc2o1	1	-3	7	12	2	-5	-4	17	-7
CC(=O)N1CCN(c2ccc(NC(=O)c3ccc(C(C)(C)C)cc3)cc2)CC1	1	-3	0	-8	2	-6	-1	-5	-8
Cc1cccc(N(CC(=O)NC2CCCC2)C(=O)CS(=O)CC(=O)Nc2ccc3c(c2)OCO3)c1C (stereo not drawn)	-11	11	15	/	5	-3	7	/	-4
c1cncc(-c2nc(-c3ccco3)cs2)c1	2	19	16	0	4	4	-4	-5	-1
Cc1ccc(-c2csc3ncnc(N4CCN(C(=O)c5ccccc5)CC4)c23)cc1	-3	-34	10	7	1	3	0	32*	-3
O=C(O)c1cnc(-c2ccccc2)nc1Sc1ccccc1Cl	15	18	-2	-13	0	0	-12	0	-4
CCCCC(C(=O)O)C(C)CC(=O)Nc1ccn(-c2ccccc2)n1 (stereo not drawn)	-3	31	3	3	1	4	2	-3	-9
Cc1cccc(C)c1NC(=O)NC1(C(=O)NCCCN2CCOCC2)CCCCC1	8	12	2	/	-2	2	-9	/	-2
COc1ccc(N2C(=O)CC(N3CCN(S(=O)(=O)c4c(F)cccc4F)CC3)C2=O)cc1OC (stereo not drawn)	-10	12	-2	1	4	-1	5	6	-10
CCc1cc(=O)oc2c(CN3CCCC3)c(O)c(Cl)cc12	6	0	7	7	8	-2	-5	-6	9
COC(=O)C(=Cc1ccc(OCc2ccc([N+](=O)[O-])cc2)c(OC)c1)C(=O)OC	7	45	1	-5	-3	-1	-4	12	-4
CC(=O)c1cc(-c2ccccc2)n(CC(=O)N2CCCCC2)c1C	-3	15	5	-8	-2	1	0	8	-2
COc1ccc(CN2CCN(S(=O)(=O)c3ccccc3)CC2)c(OC)c1	7	-1	8	-4	7	1	-9	7	-3
Cn1ccnc1SCc1cc(=O)[nH]c2ccccc12	-12	-16	1	0	2	-2	12	6	1
O=C(Cc1ccccc1)N[C@@H](Cc1ccccc1)c1nc2ccccc2[nH]1	16	9	4	-6	-3	9	-13	5	-9
Oc1ccc(N2CCN(c3ncnc4sc5c(c34)CCC5)CC2)cc1	-8	-2	-4	15	5	-5	5	1	-4
CCN(CC)CCCNc1cc2n(c(=O)n1)CCc1cc(OC)c(OC)cc1-2	1	-7	19	9	-1	-4	-4	1	-5
CCOC(=O)c1c(C)c(C(=O)NCCCOC)c(C)n1C	-4	-2	2	1	6	4	5	-5	-7
O=C(CC1(O)C(=O)Nc2ccccc21)c1ccc(-n2cccc2)cc1 (stereo not drawn)	5	3	1	-4	-1	8	-8	31*	-6
CCOc1ccc(C2C=C(c3ccc(C)cc3)Nc3nnnn32)cc1 (stereo not drawn)	-8	21	39*	8	0	0	6	2	-6
CN(CP(=O)(O)C(O)c1ccccc1)S(C)(=O)=O (stereo not drawn)	1	17	4	-5	-5	3	-2	-2	-6
CSc1nnc(-c2ccccc2)c(=O)[nH]1	-17	15	0	25	3	-1	14	6	1
Cc1ccc(CSc2nc3ncccc3[nH]2)cc1	-5	10	2	-8	1	0	6	4	-2
CCCCn1c(SCc2cccnc2)nc2c1c(=O)n(C)c(=O)n2C	5	-11	0	-6	0	1	-2	-9	-8
CCN(CC)C(=O)CN(c1ccc(Cl)cc1)S(=O)(=O)c1ccccc1	4	5	13	-5	-1	-5	-2	12	-3
O=C(Nc1cccc(S(=O)(=O)c2cccc(NC(=O)C3CC3)c2)c1)C1CC1	2	-13	2	5	-1	3	-4	25	-8
CCOC(=O)C1=C(CSCC(=O)OC)NC(=O)NC1c1cc(C)ccc1C (stereo not drawn)	-25	-29	5	-6	5	0	24	13	-2
Cc1ccccc1-n1c(=O)c2ccccc2n2cnnc12	8	2	5	18	1	-2	-6	-1	-6
COC(=O)c1ccc(-c2sc3nc(N4CCOCC4)c4c(c3c2N)CCCC4)o1	-6	5	85*	8	2	-1	2	6	13
Fc1ccccc1N1CCN(Cc2nc(-c3ccccc3)no2)CC1	-4	-5	6	2	-1	6	3	0	-1
COC(=O)c1sc2ccccc2c1-n1cccc1C(=O)C(=O)Nc1ccc(Cl)cc1	4	10	12	27	-7	1	0	0	-8
CCCCc1nnc(SCCSc2nnc(CCCC)n2N)n1N	-13	9	4	0	0	1	7	8	-2
COC(=O)CCC(=O)N1CCOCCOCCN(C(=O)CCC(=O)OC)CCOCCOCC1	0	-12	-5	/	1	-3	0	/	-7
CC(=O)c1c(C)[nH]c(C(=O)COC(=O)CN(C)S(=O)(=O)c2ccc(Cl)cc2)c1C	-6	-5	15	-2	2	0	4	1	-2
O=C(NC(Cc1ccccc1)C(=O)N1CCN(c2ccccn2)CC1)c1ccco1 (stereo not drawn)	-11	1	3	4	1	-1	8	14	14
Cc1cc2nsnc2c(S(=O)(=O)NCC(=O)O)c1C	15	20	4	/	0	-12	-17	/	-9
COc1cccc(C2=NOC(C(=O)NCCN3CCOCC3)C2)c1 (stereo not drawn)	-14	-3	0	-10	-5	-5	13	20	-6
Cn1c(SCC(=O)N2CCCc3ccccc32)nnc1-c1c[nH]c2ccccc12	10	22	9	10	7	13	-7	-2	-5
COc1cc(O)c(C(C)=O)cc1OC	0	-2	4	/	0	2	0	/	-4
O=C(CNC(=S)NC(=O)c1ccco1)c1ccccc1	-6	-14	-2	3	-2	-7	10	5	-5
COc1ccccc1/C=N/NC1=NCCCCC1	9	6	1	0	-6	6	-9	1	-3
CC(C)OC(=O)CSc1nnc(-c2ccccn2)n1-c1ccccc1	-9	-20	-3	-6	0	3	8	-1	-1
O=c1c2ccccc2nnn1CSc1nnnn1-c1ccccc1	3	7	0	4	-1	2	-2	20	1
COCCNc1nc2c(c(=O)n(C)c(=O)n2C)n1Cc1cccc(C)c1	3	15	4	4	0	-11	-3	2	-6
CCOc1ccc2cc(S(=O)(=O)n3ccnc3C)ccc2c1	-2	-4	-1	17	-3	-14	0	14	-4
COc1ccccc1-n1cnc(N)c1C(C)=O	7	16	7	6	-2	8	-4	1	-5
N#Cc1ccccc1NC(=O)c1ccc(-c2ccccc2Cl)o1	-13	-3	2	-7	6	6	7	-3	-3

# (further entries)
SMILES	PTPN22 inh 2	S1P2 blocker	HIV Rev-RRE inh	PostGolgi yeast	FAK inh	EphB4 antag	LYP act	PostGolgi ctrl	S1P2 ag
S=c1[nH]nc(-c2cnccn2)n1-c1ccccc1	-3	-15	5	-1	2	1	5	-16	1
O=C(NCCCN1CCN(c2cccc(Cl)c2)CC1)c1nc(-c2ccncc2)no1	9	-9	14	-1	1	1	-6	11	-2
CCOc1ccccc1C(=O)n1nc2nc(C)cc(C)c2c1N	-4	8	1	-3	4	-1	2	-1	-5
Cc1ccc[n+](CC(=O)c2cc3ccccc3oc2=O)c1	4	27	1	5	2	-7	1	-3	0
CCn1c(SCC(=O)OCc2ccccc2)nnc1-c1ccco1	-6	14	4	-16	0	0	6	-9	-7
O=C(O)c1cccnc1SC1CC(=O)N(c2cccc(C(F)(F)F)c2)C1=O (stereo not drawn)	-4	7	5	1	-3	-3	2	-4	-6
CCOC(=O)N1CCC(NC(=O)Cn2cccc2C(=O)c2ccccc2)CC1	-7	13	-2	11	-2	-10	4	1	-2
CCN1CCN(c2cc(C)c3cc(NC(=O)c4ccncc4)ccc3n2)CC1	9	/	/	7	/	/	-10	-2	/
COc1ccc(-c2cc3nc(C)c(CCC(=O)NC(C)CCc4ccco4)c(C)n3n2)c(OC)c1 (stereo not drawn)	-1	7	-2	12	4	1	0	4	-6
COC(=O)c1ccccc1NC(=O)COC(=O)c1ccc(C)c(NC(=O)c2ccco2)c1	0	3	-4	-2	1	-7	-3	0	-7
CCCC(=O)N1CCN(c2ccc(NC(=S)NC(=O)CC)cc2)CC1	2	-18	-2	-9	3	-2	2	-5	-5
Cn1c(SCc2nc3ccccc3c(=O)[nH]2)nnc1-c1ccco1	-1	-30	2	-1	-1	2	2	2	-9
Cc1c(C(=O)OC2CCC(C)CC2)[nH]c2c1C(=O)CCC2 (stereo not drawn)	-2	-10	10	11	3	-6	0	24	-9
CC(=O)Nc1ccccc1-c1nc2ccc(C(=O)N3CCN(c4cc(C)ccc4C)CC3)cc2[nH]c1=O	-2	-10	-1	-6	0	-7	1	7	-2
Cc1nc(N)sc1Cc1ccc2c(c1)OCO2	8	-8	4	0	1	5	-8	3	-6
CCOc1ccc(N2C(=O)CN=C2Nc2ccccc2F)cc1	10	19	8	-11	-3	6	-9	2	-6
C#CCOC(=O)C(NC(=O)c1ccccc1)=C(C)C	1	-7	4	-10	-1	-2	1	0	-3
[O-]/C(=C(\C(=S)NCc1ccco1)[n+]1ccccc1)c1ccccc1Br	-6	4	5	-6	-2	-6	2	6	-4
COc1ccc(CCCc2nnc(SCC(=O)Nc3ccc(C)c(C)c3)o2)cc1	-7	2	11	7	-2	2	8	-3	0
COc1ccc([N+](=O)[O-])cc1NC(=O)CSc1ccccc1	-2	10	8	-8	-3	5	7	10	-9
CN1CCN(CCNC(=O)Nc2ccccc2C(F)(F)F)CC1	4	4	4	3	-7	-4	-7	16	-6
COCCNC(=O)CCCCCN1C(=O)CCC1=O	-6	11	3	11	0	-5	4	-6	-4
O=C(c1ccco1)N1CCN(S(=O)(=O)c2ccc(S(=O)(=O)NC3CCCCC3)cc2)CC1	-2	-10	10	-3	2	2	0	13	-3
O=C(NCc1ccccc1)N1CCN(c2ccc(F)cc2)CC1	-2	-4	-2	/	2	-2	3	/	0
CC(C)(C)S(=O)(=O)c1ccc(S(=O)(=O)C(C)(C)C)s1	4	-13	3	/	0	7	-3	/	-2
O=C(O)COc1ccc(Oc2ccccc2)cc1	-1	-15	2	-8	-1	-4	4	15	-3
NC(=O)c1ccc(C(F)(F)F)n(Cc2c(Cl)cccc2Cl)c1=O	-14	-23	8	7	-1	-6	16	34*	4
CCCNC(=O)c1cnc(Sc2ncc(C(F)(F)F)cc2Cl)n1C	14	-3	0	0	-1	-7	-13	28	0

# No enrichment for hits. Share with any hit: about 7%.
